# Screening results from PubChem BioAssay.
# GPR151 activ: activators of human GPR151; activation, % at 11.2 µM; PathHunter beta-arrestin GPR151 cells, luminescence; Q8TDV0; 650,000 compounds, 1% hits; in the data active = activation above about 4.9%;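 note: 0% = median of compound wells and 100% = cells with positive control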
# Target sequence (Q8TDV0 whole entry, looked up): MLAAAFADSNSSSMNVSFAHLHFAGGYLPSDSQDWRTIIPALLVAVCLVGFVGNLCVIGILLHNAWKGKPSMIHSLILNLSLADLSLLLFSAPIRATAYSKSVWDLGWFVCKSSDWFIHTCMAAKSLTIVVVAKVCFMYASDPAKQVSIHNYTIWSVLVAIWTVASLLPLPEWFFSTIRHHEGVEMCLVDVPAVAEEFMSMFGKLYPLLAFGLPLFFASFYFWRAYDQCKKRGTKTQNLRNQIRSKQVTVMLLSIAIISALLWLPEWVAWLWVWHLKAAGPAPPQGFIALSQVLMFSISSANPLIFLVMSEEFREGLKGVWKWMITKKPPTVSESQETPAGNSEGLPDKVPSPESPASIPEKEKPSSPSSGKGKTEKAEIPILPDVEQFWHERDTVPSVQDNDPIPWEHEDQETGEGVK
# MITF inh: inhibitors of human MITF; O75030; AlphaScreen MITF homodimerization, bead proximity signal; inhibition, % at 2.6 µM; 650,000 compounds, 0.91% hits; AID 1259374; in the data active = inhibition above about 50%;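 note: 0% = vehicle wells with protein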
# Target sequence (O75030 whole entry, looked up): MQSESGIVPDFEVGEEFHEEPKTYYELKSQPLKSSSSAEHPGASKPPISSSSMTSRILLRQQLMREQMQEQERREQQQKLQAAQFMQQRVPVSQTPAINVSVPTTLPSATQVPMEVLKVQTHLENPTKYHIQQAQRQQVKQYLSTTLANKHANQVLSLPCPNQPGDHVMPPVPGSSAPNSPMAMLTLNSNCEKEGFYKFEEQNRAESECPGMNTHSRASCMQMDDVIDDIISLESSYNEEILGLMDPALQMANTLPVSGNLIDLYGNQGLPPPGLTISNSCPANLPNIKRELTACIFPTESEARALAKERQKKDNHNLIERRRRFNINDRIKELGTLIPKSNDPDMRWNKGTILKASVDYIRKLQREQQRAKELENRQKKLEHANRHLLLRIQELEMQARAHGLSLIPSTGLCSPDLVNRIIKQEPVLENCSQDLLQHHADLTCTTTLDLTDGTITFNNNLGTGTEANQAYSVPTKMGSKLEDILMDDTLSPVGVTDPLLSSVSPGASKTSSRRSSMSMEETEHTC
# FBW7 act: activators of human E3 ligase FBW7; Q969H0; AlphaScreen FBW7–phospho-cyclin E peptide binding, activator screen; normalized activity (activation), % at 26.1 µM; 650,000 compounds, 0.13% hits; in the data active = normalized activity above about 1.9%;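 note: purified mutant Fbw7 with reduced substrate affinity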
# TEAD-YAP inh: TEAD-YAP interaction inhibition. 640,000 compounds, 1.4% hits. HEK-TIYL cells, TEAD-Gal4/YAP UAS-luciferase luminescence. inhibition, % at 9.12 µM; in the data active = inhibition above about 32%;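 note: 0% = median of test compound wells and 100% = reference inhibitor wells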
# Active calls of the source: *; & = joins results of further samples.
mol,GPR151 activ,MITF inh,FBW7 act,TEAD-YAP inh
Cc1c(C(=O)NCCc2ccc(S(N)(=O)=O)cc2)sc2nc(-c3ccccc3)cn12,1.0,11,0.0,13
CCCCCn1c(NCCCOC)nc2c1c(=O)[nH]c(=O)n2C,0.4,7,0.3,-3
COc1ccc(/C=C2\N=C(c3ccc(-c4ccccc4)cc3)OC2=O)cc1,-0.4,-5,0.5,-3
CN(C)C(=O)Cn1c(=O)cnc2ccccc21,-0.4,-3,0.0,4
CCOc1ccccc1N1CCN(C(=O)COc2ccc3ccccc3c2)CC1,-1.2,16,0.3,15
O=C(COC(=O)Cc1ccc(F)cc1)NCC1CCCO1 (stereo not drawn),0.9,-11,0.3,3
Ic1ccc(OCCNCC2CCCO2)cc1 (stereo not drawn),-1.4,27,-0.1,4
O=C(c1cccn2c(=O)c3cc4ccccc4cc3nc12)N1CCN(c2ccccn2)CC1,-1.1,13,0.6,-5
N#CC1=C(S)NC(=O)CC1c1ccccc1[N+](=O)[O-] (stereo not drawn),-1.0,2,-0.1,1
CCc1ccc(CN2CCCC(C(=O)Nc3ccc(-c4ccn[nH]4)cc3)C2)o1 (stereo not drawn),2.2,3,-0.1,8
O=C(CCS(=O)(=O)c1ccc(Cl)cc1)OCC(=O)c1ccccc1,3.4,-12,0.0,1
Cc1ccc(C(=O)NCc2ccccc2C2CC2)cc1,2.0,-6,0.2,-19
C[N+](C)(C)c1cnc(=O)[nH]c1,-0.6,4,0.2,-3
Cc1ccc(-c2noc(CNC(=O)c3ccc(C)c(Cl)c3)n2)cc1,-0.8,10,0.2,2
CCCNc1ccc2ncc(-c3ccccc3OC)n2n1,0.7,2,0.5,-4
COc1cc(CN2CCCC(C)C2)cc(I)c1O (stereo not drawn),-0.6,-1,-0.1,-1
COc1ccc(CCN(C)C2CCCN(C(=O)CCn3cncn3)C2)cc1OC (stereo not drawn),-0.6,-3,-0.1,-1
C/C(=N\Nc1c([N+](=O)[O-])cc(C(F)(F)F)cc1[N+](=O)[O-])c1ccc(-n2ccnc2)cc1,-1.8,5,0.0,1
CN=C(NS(=O)(=O)c1ccc(C)cc1C)c1ccccc1,-0.6,2,0.2,0
COc1ccc(C2=NN(CCN(C)C)C(=O)c3cc4sccc4n3C2)cc1,-1.0,-13,-0.2,4
O=C(NC1CC1)c1ccc(-c2nccc(NC3CC3)n2)cc1,-0.8,16,0.2,-10
CCOC(=O)C1=C(C)N=c2s/c(=C\c3cc(OC)c(OC)cc3Br)c(=O)n2C1c1ccc(Cl)cc1 (stereo not drawn),0.6,3,0.0,-9
Clc1ccccc1Nc1ncnc2ccc(Br)cc12,-0.4,7,-0.1,-5
O=C(Nc1ccnn1C1CCN(CCCc2ccccc2)CC1)C1CCOC1 (stereo not drawn),-0.3,6,0.0,1

# Reprinted from the part before: two entries, followed by the next part.
mol,GPR151 activ,MITF inh,FBW7 act,TEAD-YAP inh
Clc1ccccc1Nc1ncnc2ccc(Br)cc12,-0.4,7,-0.1,-5
O=C(Nc1ccnn1C1CCN(CCCc2ccccc2)CC1)C1CCOC1 (stereo not drawn),-0.3,6,0.0,1
COc1ccc(/C=C2/C(=N)N3N=C(C(F)(F)F)SC3=NC2=O)cc1,-0.6,7,-0.1,1
CC1(C)CC2CC(C)(CN2c2ncnc3ccc(Br)cc23)C1 (stereo not drawn),0.7,9,0.7,-7
CC(C)c1ccc(NC(=O)c2ccc(N3CCCCCC3)c([N+](=O)[O-])c2)cc1,0.2,-3,0.6,1
COc1ccc(-n2c(=O)[nH]c3nc(-c4cccc(O)c4)cnc32)cc1,1.2,-9,0.2,1
Cc1ccc(C)c(S(=O)(=O)NCCCC(=O)O)c1,-0.3,-2,0.0,1
O=C1CCCN1CCCNCc1nnc(-c2ccc(Cl)cc2)o1,-1.1,43,0.0,4
Cc1cc(C(=O)N/N=C/c2ccc(N(C)C)cc2)c(C)o1,-6.5,2,-0.1,-29
COc1ccc(/C=N/NC(=O)CNc2ccc(Cl)cc2C)c(OC)c1,-0.5,1,-0.1,0
O=C(COC(=O)c1cccnc1Cl)c1ccc(F)cc1,-2.0,11,0.0,-5
CC(C)(C)NC(=O)NC(=O)CN1CCN(S(=O)(=O)c2ccccc2)CC1,1.0,6,0.0,2
CC(=O)Nc1ccc(Nc2nc(-c3ccc(C(N)=O)cc3)nc3c2ncn3CCN2CCCC2=O)cc1,0.0,9,0.2,17
O=C(NCCO)C(=O)NC1CCCCC1,-0.7,5,0.4,-5
O=C1CCC/C(=N/NC(=O)c2ccc(NS(=O)(=O)c3cccs3)cc2)C1,-0.1,10,0.6,-4
COc1cc([N+](=O)[O-])ccc1NC(=S)NC(=O)CCN1C(=O)c2ccccc2C1=O,-1.0,-17,-0.1,7
CCOc1ccc(NC(=O)CSc2nnc(NC(=O)C(CC)CC)s2)cc1,0.1,6,0.2,14
COc1ccc(-c2cc3nc(C)c(C)c(N4CCN(C(C)=O)CC4)n3n2)cc1,0.9,11,0.1,-52
CN(C(=O)COC(=O)c1ccccc1NS(C)(=O)=O)C1(C#N)CCCCC1,-0.5,3,0.0,-16
Cc1nc(SCC(=O)Nc2ccccc2F)c2c(C)c(C)sc2n1,1.4,-3,0.0,-3
CN(C)CCNS(=O)(=O)c1c(Cl)cccc1Cl,3.1,34,-0.2,3
O=C(COC(=O)CC1CCCC1)Nc1ccc(Cl)cn1,-0.8,1,0.2,4
Cc1cn2c3c(=O)n(C)c(=O)n(C)c3nc2n1-c1ccccc1,-1.9,-5,-0.1,7
Nc1cc(Sc2ccccc2)cc([N+](=O)[O-])c1,0.2,3,-0.3,-5
COc1cc(/C=C2/NC(=O)N(Cc3ccc(Br)cc3)C2=O)ccc1O,-0.5,-5,0.1,-2
Cc1ccc(CCNc2ccccc2C)cn1,0.2,1,0.0,2
O=C(Nc1ccc(Cl)cc1C(=O)O)c1cccs1,-4.9,-15,0.0,-5
Cc1cccc(-c2ocnc2C(=O)Nc2nc3c(s2)COc2ccccc2-3)c1,-0.6,2,0.2,-2
CCOC(=O)CSc1nc(N)cc(=O)[nH]1,-0.5&0.2,-5&-3,0.4&0.0,5&0
COc1ccc(CCNC(=O)C2OC3OC(C)(C)OC3C3OC(C)(C)OC23)cc1 (stereo not drawn),1.8,-11,0.1,-2
CCCCOc1ccc2c(=O)c(Oc3ccc(OC)cc3)coc2c1,-2.6,13,0.0,-3
COc1ccc(-c2c(C)oc3cc(O)cc(O)c3c2=O)cc1,1.2,1,-0.1,20
Cc1nnc(NC(=O)CSc2nc(Cc3ccccc3)nc3ccccc23)s1,0.4,-7,-0.1,1
CCOC(=O)CN(Cc1cc(OC)c(OC)c(OC)c1)S(=O)(=O)c1cccc([N+](=O)[O-])c1,1.1,25,0.3,-24
C[C@H]1O[C@@H](n2cc(F)c(=O)[nH]c2=O)[C@H](O)[C@@H]1O,1.4&-1.5,-12&-4,0.7&0.0,10&-8
O=[N+]([O-])c1ccc(COc2cccc(-n3cnnn3)c2)cc1,-0.8,-11,0.1,27
CCN(C(=O)c1cc(C(=O)OC)cc([N+](=O)[O-])c1)c1ccccc1,-0.2,19,-0.1,-2
O=C(CCC(=O)c1ccc(Oc2ccccc2)cc1)Nc1cccnc1,6.8*,-25,0.0,4
COc1ccc(Cl)cc1NC(=O)CCS(=O)(=O)c1ccc(Cl)cc1,-1.6,-5,0.1,4
CCCCCCN=CC1=C(O)CC(C)(C)CC1=O,-1.2,12,0.2,-1
O=C(Nc1ccc(Cl)cc1)N1CCN(C(=O)C2CCCO2)CC1 (stereo not drawn),3.2,-7,0.2,-7
COC(=O)C1=C(C)NC2=C(C(=O)CC(c3ccccc3Cl)C2)C1c1ccccc1OC (stereo not drawn),-1.2,9,-0.1,9
CC(=O)N1C(=O)c2cccc3c(S(=O)(=O)N(C)c4ccccc4)ccc1c23,0.0,-10,0.0,-1
COc1ccc([N+](=O)[O-])cc1N(CC(=O)NCc1ccco1)S(C)(=O)=O,0.0,6,0.0,-2
CC1=C(c2ccc(C)cc2)S(=O)(=O)N=C1N1CCN(c2ncccn2)CC1,-0.3,0,0.1,-8
O=C(CSc1nnnn1-c1ccccc1)Nc1ccccc1N1CCOCC1,0.0,12,0.0,13
C=CCNC(=S)N1CCC(C(=O)c2ccc3c(c2)OCCO3)CC1,0.0,-6,0.5,-53
O=C(NCCc1cccs1)c1ccc(OCc2nc(C3CC3)cs2)cc1,-1.5,1,0.2,-1
CCOC(=O)c1c(-c2ccccc2)oc2c1cc(OC(=O)Cc1ccccc1)c1ccccc12,0.6,5,0.3,3
COc1cc(OC)cc(-n2nnnc2SCC(=O)N2CCc3ccccc32)c1,1.4,7,0.0,-10

# Record cards (already shown):
# COc1ccc([N+](=O)[O-])cc1N(CC(=O)NCc1ccco1)S(C)(=O)=O as listed: GPR151 activ: 0.0; MITF inh: 6; FBW7 act: 0.0; TEAD-YAP inh: -2
# COc1cc(OC)cc(-n2nnnc2SCC(=O)N2CCc3ccccc32)c1 as listed: GPR151 activ: 1.4; MITF inh: 7; FBW7 act: 0.0; TEAD-YAP inh: -10
# CC1=C(c2ccc(C)cc2)S(=O)(=O)N=C1N1CCN(c2ncccn2)CC1 as listed: GPR151 activ: -0.3; MITF inh: 0; FBW7 act: 0.1; TEAD-YAP inh: -8

# Next entries follow:
mol,GPR151 activ,MITF inh,FBW7 act,TEAD-YAP inh
CC(=O)NCCC(=O)Nc1ccc(C(C)(C)C)cc1,0.2,7,0.1,-7
Cc1ccc(OCCCC(=O)Nc2ccccc2[N+](=O)[O-])cc1,-0.3,8,-0.2,8
CC1CN(C(=O)C2c3ccccc3Oc3ccccc32)CC(C)O1 (stereo not drawn),0.1,-5,-0.1,0
O=C1Nc2cc(C(=O)N3CCN(c4cccc(C(F)(F)F)c4)CC3)ccc2NC1CSCc1ccc(F)cc1 (stereo not drawn),-1.5,5,0.0,13
CCN(c1ncnc2c1c(-c1ccccc1)cn2-c1ccc(Cl)cc1)C1CCCCC1,-0.6,-10,0.0,-10
Cc1ccc(C(=O)Nc2sc3c(c2C(=O)Nc2ccccc2)CCCC3)cc1,-0.5,17,-0.1,2
O=C(CNC(=O)c1ccccc1)OCc1cccc([N+](=O)[O-])c1,1.4,12,0.0,6
COc1ccc(-c2nc(C(=O)NCCO)cs2)cn1,-2.2,3,0.1,5
COc1ccc(CN=Cc2c(O)n(-c3ccccc3Cl)c(=O)[nH]c2=O)cc1,-0.5,8,0.2,4
Nc1nnnn1CC(=O)NC1(C(=O)Nc2ccccc2)CCCCC1,0.3,10,0.1,10
CC(C)[C@H](NC(=O)COc1ccc2ccccc2c1)C(=O)O,-0.3,4,0.0,-6
CC(=O)Nc1ccc(NC(=O)c2ccnc(-c3c(C)noc3C)c2)cc1,2.0,1,0.0,-3
Oc1c(C(c2cccs2)N2CCCCC2)sc2ncnn12 (stereo not drawn),0.4,5,0.2,-2
O=C(Nc1ccc2c(c1)OCCO2)C(=O)NC1CCN(Cc2ccccc2)CC1,0.0,6,-0.1,-6
O=C(CC1C(=O)N(Cc2ccccc2)C(=S)N1CCc1ccc(Cl)cc1)Nc1ccccc1 (stereo not drawn),0.0,12,1.6,5
CC1(c2ccccc2)NC(=O)N(C(=O)CCl)C1=O (stereo not drawn),2.0,8,0.1,-1
COc1ccc(CCC(=O)Nc2ccc(C(C)=O)cc2)cc1,2.5,13,0.1,-1
CCOc1ccc(CNC(=O)Cn2nc(C)n3nc(-c4ccc(CC)cc4)cc3c2=O)cc1,-2.1,-5,0.0,2
CC1(c2ccc([N+](=O)[O-])cc2)Nc2ccccc2S1 (stereo not drawn),1.6,9,-0.4,-5
Cc1cc2cc(C#N)c(SCC(N)=O)nc2cc1C,-0.6,3,0.0,-17
Cc1ccccc1N1OC2C(=O)N(c3ccccc3)C(=O)C2C1c1ccc(F)cc1 (stereo not drawn),-1.2,0,0.2,-9
CC(=O)N1CCC[C@H](Cn2nc(-c3cccs3)ccc2=O)C1,-0.9,7,0.2,11
COc1ccc(C(=O)Nc2ccc3c4c(cccc24)CC3)cc1OC,-0.9,-2,-0.4,-16
CCOC(=O)c1ccc(COC(=O)c2nonc2N)cc1,-0.7,-5,-0.1,2
CC1CCN(c2ccc([N+](=O)[O-])cc2C(=O)Nc2ccccc2)CC1,-1.1,14,0.0,2
N#Cc1ccc([N+](=O)[O-])cc1SCc1ccccc1,1.5,-6,-0.2,9
O=C(NCC1Cc2cc(F)cc(-c3cncnc3)c2O1)c1ccc(N2CCCCC2)cc1 (stereo not drawn),-0.4,11,0.1,-7
O=C(O)C1CN(C(=O)c2ccc(F)cc2)CCS1 (stereo not drawn),-0.2,4,0.1,10
O=C(Nc1ccc(F)cc1F)c1nn(-c2ccc(Cl)cc2)c(=O)c2ccccc12,-0.4,7,-0.1,-1
O=C1OC(c2ccc(-c3ccccc3)cc2)=N/C1=C\c1ccccc1F,2.3,-2,-0.1,2
COc1ccc(NC(=O)CN2CCC(n3nnc4cc(C)ccc43)CC2)c(OC)c1,-0.2,8,0.0,-9
COc1ccc(OC)c(/C=N/NC(=O)CCC(=O)Nc2ccccc2Br)c1,0.5,-11,0.0,5

# A few values from the entries so far.
# O=C(O)C1CN(C(=O)c2ccc(F)cc2)CCS1 (stereo not drawn) – FBW7 act: 0.1
# COc1ccc(OC)c(/C=N/NC(=O)CCC(=O)Nc2ccccc2Br)c1 – MITF inh: -11
